Assay outcomes deposited in PubChem BioAssay by several laboratories.
M5 PAM: CHRM5 positive allosteric modulation; activation, % at 3 µM; AID 624038; 0.3% of 360,000 active; CHO-K1 hM5, Fluo-8 calcium, ACh EC20 PAM; 0% = ACh EC20, 100% = ACh EC100; P08912;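 active = activation above the run cutoff, the mean activation of all test compounds plus 3 SD, cut at about 18% in these data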
Target sequence (P08912 whole entry, looked up): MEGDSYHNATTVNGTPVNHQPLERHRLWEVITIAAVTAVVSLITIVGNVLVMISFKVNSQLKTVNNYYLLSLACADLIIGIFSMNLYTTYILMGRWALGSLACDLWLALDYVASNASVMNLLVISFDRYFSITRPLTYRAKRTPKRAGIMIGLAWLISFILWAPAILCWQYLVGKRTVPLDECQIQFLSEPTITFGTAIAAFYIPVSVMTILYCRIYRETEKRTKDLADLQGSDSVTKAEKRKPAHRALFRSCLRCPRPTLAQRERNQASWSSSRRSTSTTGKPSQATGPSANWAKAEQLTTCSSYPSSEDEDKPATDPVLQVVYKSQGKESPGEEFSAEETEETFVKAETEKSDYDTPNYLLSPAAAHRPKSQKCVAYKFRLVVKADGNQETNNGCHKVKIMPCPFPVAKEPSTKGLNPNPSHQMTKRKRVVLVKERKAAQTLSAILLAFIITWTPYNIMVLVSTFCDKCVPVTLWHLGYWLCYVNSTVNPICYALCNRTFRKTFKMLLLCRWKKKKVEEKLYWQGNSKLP
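System: CHO-K1 cell line with stable human muscarinic M5 receptor expression | Also added: EC20 acetylcholine as agonist stimulus | Compound: One concentration, 3 µM final (nominal) | Timing: Fluo-8 loading 80 min at 37 °C plus 30 min room temperature | Measured by: Fluo-8 calcium dye fluorescence, kinetic read | Read-out basis: % activation, ACh-normalized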
M5 ag: CHRM5 agonism in calcium assay. P08912. CHO-K1 hM5 cells, Fluo-8 calcium fluorescence; 0% DMSO wells, 100% maximal acetylcholine response. activation, % at 3 µM. 0.19% of 360,000 active. AID 624037;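 active = activation above the run's mean over test compounds plus 3 SD, cut at about 23% in these data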;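 note: signal is peak over basal fluorescence ratio across the kinetic read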
M1 PAM parental: nonselective activator or artifact in parental CHO-K1 calcium assay; ATP EC20, Fluo-8 calcium fluorescence; 0% at ATP EC20, 100% at ATP max; activation, % at 3 µM; 0.02% of 360,000 active; AID 602247;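 active = activation above the run cutoff, the mean activation of all test compounds plus 3 SD, cut at about 40% in these data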;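 note: peak over basal fluorescence ratio in a 140 s read after ATP addition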
CRFBP-R2 agonist: CRF-BP/CRF-R2 complex agonism | HEK293 CRF-R2/CRF-BP, calcium dye fluorescence (FLIPR); percent of saturating CRF peptide response | activation, % at 13.2 µM | 0.46% of 350,000 active | AID 588473;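 active = activation of at least 50%, plus an integration ratio under a set limit after plate pattern correction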;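 note: plate controls were neutral control wells without compound for no effect and CRF at EC100 for full effect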
TAAR1 antagonist: human TAAR1 antagonism; 1.5% of 360,000 active; inhibition, % at 3 µM; CHO RD-HGA16 TAAR1, Fluo-8 calcium fluorescence, antagonist;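 active = inhibition above a per-plate cutoff, the mean inhibition of test compounds on that plate plus 3 SD, cut at about 49% in these data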;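 note: 0% = DMSO plus EC80 beta-PEA response and 100% = DMSO alone without agonist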
Target sequence (Q96RJ0 whole entry, looked up): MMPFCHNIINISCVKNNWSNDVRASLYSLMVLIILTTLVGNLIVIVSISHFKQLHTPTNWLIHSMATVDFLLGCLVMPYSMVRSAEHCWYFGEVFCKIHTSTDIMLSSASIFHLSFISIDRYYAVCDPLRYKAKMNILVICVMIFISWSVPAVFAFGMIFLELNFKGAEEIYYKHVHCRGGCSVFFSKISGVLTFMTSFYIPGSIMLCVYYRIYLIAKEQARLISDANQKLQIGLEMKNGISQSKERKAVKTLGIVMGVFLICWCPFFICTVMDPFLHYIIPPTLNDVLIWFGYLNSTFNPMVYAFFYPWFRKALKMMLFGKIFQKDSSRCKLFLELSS
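System: RD-HGA16 CHO cells with stable hTAAR1 and Gα16 | Probe or stimulus: EC80 β-phenethylamine stimulus | Dosing: 3 µM, single point | Times: Dye loading 75 min at 37 °C, then 30 min room temperature | Measured by: Fluo-8 calcium-sensitive fluorescence | Read-out basis: % inhibition of agonist calcium response | Replicates: n of 1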
CHRM5 antagonist: CHRM5 antagonism in calcium assay | P08912 | CHO-hM5 cells, Fluo-8 calcium fluorescence, ACh EC80 | inhibition, % at 3 µM | 0.59% of 360,000 active | AID 624040;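 active = inhibition above a per-plate cutoff, the mean of that plate's test compounds plus 3 SD, cut at about 27% in these data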;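 note: 0% = acetylcholine EC80 with DMSO and 100% = DMSO without agonist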
CRFBP-R2 block: CRF-BP/CRF-R2 complex antagonism; HEK293 CRF-R2/CRF-BP, CRF-induced calcium fluorescence; inhibition, % at 11.8 µM; 0.59% of 350,000 active; AID 588475;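 active = inhibition of the ligand-induced calcium signal above about 50% at the single tested concentration, limit read from the data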
M4 PAM: CHRM4 positive allosteric modulation; 0.4% of 360,000 active; AID 624126; P08173; CHO-K1 hM4/Gqi5, Fluo-8 calcium fluorescence, ACh EC20; 0% = ACh EC20, 100% = maximal ACh; activation, % at 3 µM;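 active = activation above its plate's cutoff, the mean activation of sample wells plus 3 SD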; note: some results filed as inactive read as strong as hits
TAAR1 agonist: agonists of human TAAR1. Q96RJ0. CHO RD-HGA16 TAAR1, Fluo-8 calcium fluorescence; vehicle wells 0%, saturating PEA agonist 100%. activation, % at 3 µM. 0.99% of 360,000 active. AID 624467;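 active = activation above the mean activation of all test compounds in the run plus 3 SD, cut at about 38% in these data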
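Signal – calcium-sensitive Fluo-8 signal, excitation 470-495, emission 515-575 nm · System – RD-HGA16 (CHO) cells co-expressing Gα16 and hTAAR1 · Incubation – 17-24 h seeding, 75 min 37 °C dye, 30 min RT · Compound dosing – 3 µM single concentration · Repeats – no replicates (n 1)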
* marks the source's active call; other numbers are inactive results; x = not tested or not shown.

cpd	smiles	M4 PAM	CRFBP-R2 block	TAAR1 agonist	TAAR1 antagonist	CRFBP-R2 agonist	M1 PAM parental	M5 ag	M5 PAM	CHRM5 antagonist
1	CCCCN1C(=O)C(CC(=O)NCCCCc2ccccc2)CC(C(=O)N(C(C)C)C(C)C)=C1C (stereo not drawn)	-2	-2	-2	-3	-0.6	12	-3	3	-12
2	Cc1cc(C)cc(NC(=O)C(=S)NCc2ccccc2)c1	-11	-2	0	-12	11	-7	-8	-3	1
3	O=C(Nc1cccc(-c2nnc(-c3ccccc3)o2)c1)C1CCCO1 (stereo not drawn)	-12	-4	19	32	-1.1	-8	6	-16	9
4	Cc1cc(=O)n(CCC(=O)O)c2ccccc12	2	-10	2	-10	-2.2	4	-2	6	-4
5	NC1=NC[C@@H](Cc2ccc(O)cc2)N1CCc1cc(C(F)(F)F)cc(C(F)(F)F)c1	-4	-4	4	0	0.2	-8	-10	-21	9
6	Cc1cc(C(=O)COC(=O)c2ccc(F)cc2)c(C)n1C	6	-1	9	-4	-0.3	5	0	3	7
7	CC(NC(=O)CCc1nnc(CCCc2ccccc2)o1)c1ccccc1 (stereo not drawn)	0	-7	0	-18	1.9	-9	-4	-8	5
8	COc1ccc(C(CNC(=O)c2ccc(-c3nc4ccccc4s3)o2)N2CCCC2)cc1 (stereo not drawn)	-4	-8	4	-14	0.9	6	-5	2	-2
9	Cc1cc(C)c2cc(CN(Cc3cccnc3)C(=O)c3ccc(F)cc3)c(Cl)nc2c1	0	-4	2	25	-0.1	3	-1	-10	8
10	COc1ccc(CN2C(=O)c3ccccc3C2(C)c2nc3ccccc3[nH]2)cc1 (stereo not drawn)	3	x	2	-11	x	25	-3	-6	8
11	Cc1cc(C)cc(N(CC(=O)NC(C)(C)C)C(=O)CCC(=O)Nc2ccccn2)c1	-6	-9	3	7	-1.4	-8	0	-9	12
12	C[C@@H]1CN([C@@H](C)CO)C(=O)c2cc(C#Cc3cccc(F)c3)cnc2O[C@@H]1CN(C)CC1CCOCC1	4	-11	0	-7	4.9	29	-2	-3	5
13	Cc1ccc(Nc2cc(C)nc3c(C)ccc([N+](=O)[O-])c23)cc1	3	-50	0	2	2.4	9	-4	-2	3
14	C=CCN1C(=O)c2ccc(C(=O)OCC(=O)Nc3ccccc3OC)cc2C1=O	8	1	14	-13	0.5	14	1	4	7
15	O=C(Nc1nnc(SCc2cccc(F)c2)s1)c1ccco1	13	-17	7	-24	-1.1	28	1	0	5
16	Cc1ccc2nc(SCC(=O)N3CC(C)OC(C)C3)nc(=O)n2c1 (stereo not drawn)	-2	5	1	-9	-0.1	0	1	1	6
17	CCOCCCNC(=S)N(CCN(C)C)Cc1cc2cc3c(cc2[nH]c1=O)OCCO3	4	-4	-1	3	1.2	-9	2	3	5
18	Cc1ccc(-c2n[nH]c(=S)n2/N=C/c2c(C)nn(-c3ccccc3)c2C)cc1	5	18	-2	-26	-1.0	-2	0	-3	3
19	O=C(CSC(=S)N1CCCCC1)c1c(F)cccc1F	-3	8	-1	-31	-2.8	10	-10	1	11
20	COc1ccc2c(c1)CCC1C2=NN(/C(C)=C\C(C)=O)C1c1ccc(F)cc1 (stereo not drawn)	-5	-21	-2	6	1.7	18	3	0	0
21	Cc1ccc(NC(=O)/C(C#N)=C(\N)C(Cl)(Cl)Cl)nc1	1	2	x	x	1.1	19	-4	3	0
22	CCc1ccc(OCC(=O)NNC(=O)CNC(=O)c2ccc(Br)o2)cc1	10	0	7	5	-0.9	-1	-1	4	10
23	COc1ccc(C(CNC(=O)CCNS(=O)(=O)c2ccccc2C(F)(F)F)N2CCOCC2)cc1 (stereo not drawn)	3	-1	0	-16	0.1	9	-1	3	4
24	COc1cc(C2C3C(=O)N(c4ccc(F)cc4)C(=O)C3ON2c2ccccc2)ccc1O (stereo not drawn)	3	-3	8	14	-1.0	9	-4	-11	2
25	O=C(COc1ccc2ccccc2c1)N1CCN(C(=O)c2cccnc2)CC1	5	-2	11	7	-0.6	-27	-5	-8	2
26	CC(=O)Nc1cccc(-c2ccnc3c2CC(C)(C(=O)Nc2ccc(F)c(Cl)c2)O3)c1 (stereo not drawn)	-7	x	4	-3	x	0	5	-4	-3
27	Cc1cc2cc3c(cc2nc1SCC(=O)N1CCOCC1)OCO3	7	-2	-2	-4	-0.4	17	-1	1	11
28	CCc1ccccc1NC(=O)CN1CCN(C(=O)c2cccc(-n3cnnn3)c2)CC1	-3	6	4	-9	-1.5	-4	6	1	-2
29	O=C(NCc1ccc(Cl)cc1Cl)C1CCN(S(=O)(=O)c2ccc3c(c2)OCCCO3)CC1	-12	-14	5	-7	11	22	-4	-9	4
30	Cn1ccnc1SCC(=O)c1ccc(OC(F)F)cc1	-1	-9	1	2	0.3	9	-2	-1	5

Ordered by SMILES length (ascending): some entries from above.
cpd	smiles	M4 PAM	CRFBP-R2 block	TAAR1 agonist	TAAR1 antagonist	CRFBP-R2 agonist	M1 PAM parental	M5 ag	M5 PAM	CHRM5 antagonist
4	Cc1cc(=O)n(CCC(=O)O)c2ccccc12	2	-10	2	-10	-2.2	4	-2	6	-4
30	Cn1ccnc1SCC(=O)c1ccc(OC(F)F)cc1	-1	-9	1	2	0.3	9	-2	-1	5
19	O=C(CSC(=S)N1CCCCC1)c1c(F)cccc1F	-3	8	-1	-31	-2.8	10	-10	1	11
22	CCc1ccc(OCC(=O)NNC(=O)CNC(=O)c2ccc(Br)o2)cc1	10	0	7	5	-0.9	-1	-1	4	10
10	COc1ccc(CN2C(=O)c3ccccc3C2(C)c2nc3ccccc3[nH]2)cc1 (stereo not drawn)	3	x	2	-11	x	25	-3	-6	8
28	CCc1ccccc1NC(=O)CN1CCN(C(=O)c2cccc(-n3cnnn3)c2)CC1	-3	6	4	-9	-1.5	-4	6	1	-2
8	COc1ccc(C(CNC(=O)c2ccc(-c3nc4ccccc4s3)o2)N2CCCC2)cc1 (stereo not drawn)	-4	-8	4	-14	0.9	6	-5	2	-2
9	Cc1cc(C)c2cc(CN(Cc3cccnc3)C(=O)c3ccc(F)cc3)c(Cl)nc2c1	0	-4	2	25	-0.1	3	-1	-10	8
26	CC(=O)Nc1cccc(-c2ccnc3c2CC(C)(C(=O)Nc2ccc(F)c(Cl)c2)O3)c1 (stereo not drawn)	-7	x	4	-3	x	0	5	-4	-3
23	COc1ccc(C(CNC(=O)CCNS(=O)(=O)c2ccccc2C(F)(F)F)N2CCOCC2)cc1 (stereo not drawn)	3	-1	0	-16	0.1	9	-1	3	4
12	C[C@@H]1CN([C@@H](C)CO)C(=O)c2cc(C#Cc3cccc(F)c3)cnc2O[C@@H]1CN(C)CC1CCOCC1	4	-11	0	-7	4.9	29	-2	-3	5

Back to the main list, starting 2 compounds before the break.
cpd	smiles	M4 PAM	CRFBP-R2 block	TAAR1 agonist	TAAR1 antagonist	CRFBP-R2 agonist	M1 PAM parental	M5 ag	M5 PAM	CHRM5 antagonist
29	O=C(NCc1ccc(Cl)cc1Cl)C1CCN(S(=O)(=O)c2ccc3c(c2)OCCCO3)CC1	-12	-14	5	-7	11	22	-4	-9	4
30	Cn1ccnc1SCC(=O)c1ccc(OC(F)F)cc1	-1	-9	1	2	0.3	9	-2	-1	5
31	O=S(=O)(c1ccccc1Cl)N1CCC(O)(c2ccc3c(c2)OCO3)CC1	-1	-9	x	x	-0.7	7	3	-9	6
32	Cc1ccc(C(=O)CN2C(=O)c3ccccc3S2(=O)=O)cc1	0	-9	13	-4	-1.1	-8	-4	3	-2
33	COc1ccc(OCC(=O)NNc2nc3ccccc3s2)cc1	1	7	1	-9	-0.3	11	2	-3	7
34	COc1cc([N+](=O)[O-])cc(/C=N/NC(=O)c2ccc(C)nc2)c1O	4	12	1	-13	-3.1	13	0	-1	1
35	N#C/C(=C\c1ccc(-c2ccccc2[N+](=O)[O-])o1)C(=O)N1CCOCC1	-5	-7	13	8	-1.8	11	4	-8	9
36	COc1ccc(C(=O)N2CCCCC2c2cc(C(=O)NCc3cccnc3)no2)cc1 (stereo not drawn)	3	x	0	-6	x	-1	2	-2	14
37	N#Cc1cc(C#N)c(SCC(=O)NCC2CCCO2)nc1N (stereo not drawn)	3	10	0	-23	-1.5	7	-2	-2	7
38	CC1(C)CC(=O)/C(=C(/O)CCCN2C(=O)c3ccccc3C2=O)C(=NC(C)(C)C)C1	9	9	0	-20	-1.9	16	0	2	1
39	Cc1cccc(N2CCN(C(=O)c3cc4cc(F)ccc4[nH]3)CC2)c1C	3	-24	x	x	0.6	-3	2	0	10
40	Cc1ccc(C(=O)NCc2ccco2)cc1[N+](=O)[O-]	-3	10	4	7	-0.6	5	-7	7	-9
41	CSCCC(NS(=O)(=O)c1ccccc1)C(=O)OC(C)C(=O)Nc1ccc(Cl)cn1 (stereo not drawn)	-1	-20	1	1	-0.1	9	-2	-5	9
42	COc1ccc(C2/C(=C(/O)c3ccccc3)C(=O)C(=O)N2C)cc1 (stereo not drawn)	10	3	-1	-4	9.1	15	-2	4	-3
43	CCN(C(=O)COC(=O)/C=C/c1ccc(S(=O)(=O)N2CCc3ccccc32)cc1)C1CCS(=O)(=O)C1 (stereo not drawn)	6	-52	6	-8	3.0	13	-1	7	-3
44	O=C(COC(=O)COc1ccccc1[N+](=O)[O-])NCc1ccc2c(c1)OCO2	-2	12	0	-3	-2.6	1	5	0	3
